MCL1-BIM inh = inhibitors of human MCL1 binding to BIM-BH3 peptide; Q07820; GST-MCL1 / FITC-Bim-BH3 fluorescence polarization; inhibition, % at 10.9 µM; 320,000 tested, 0.68% active; AID 2057;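 active means inhibition above the mean inhibition of all tested compounds plus 3 SD, set per campaign, cut at about 40% in these data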;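 further: 0% = DMSO wells and 100% = unlabeled Bim-BH3 peptide control; higher means more loss of mP so more displacement of Bim peptide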
Target sequence (Q07820 whole entry, looked up): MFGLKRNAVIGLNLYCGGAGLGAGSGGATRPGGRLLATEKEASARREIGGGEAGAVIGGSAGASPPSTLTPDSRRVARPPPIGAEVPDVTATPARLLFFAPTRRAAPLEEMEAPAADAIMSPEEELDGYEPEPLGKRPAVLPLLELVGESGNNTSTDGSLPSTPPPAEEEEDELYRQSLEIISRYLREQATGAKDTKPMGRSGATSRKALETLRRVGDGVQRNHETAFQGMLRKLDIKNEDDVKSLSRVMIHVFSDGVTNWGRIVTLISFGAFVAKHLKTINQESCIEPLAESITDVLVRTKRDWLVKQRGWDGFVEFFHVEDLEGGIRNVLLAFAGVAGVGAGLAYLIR
EBNA-1 inh = blocks EBNA-1 binding to DNA; EBNA-1 DNA binding, fluorescence polarization; inhibition, % at 14.8 µM; 300,000 tested, 0.34% active; in the data active means inhibition above about 28%
ZTA counter = ZTA (EBV) inhibition in EBNA-1 counter-screen; P03206; ZTA-DNA binding, fluorescence polarization; inhibition, % at 11 µM; 320,000 tested, 0.15% active; AID 2234; in the data active means inhibition above about 33%
CR mimetic SO = lowers age-related superoxide in aged yeast cells; S. cerevisiae aged cells, superoxide DHE fluorescence; hits give low values; 330,000 tested, 0.18% active; superoxide response (% of plate mean), % at 10 µM;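 active means superoxide response under a set limit, about three screen SD below normal, cut at about 65% in these data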;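 further: yeast aged for seven days with compound at 30 °C before DHE staining; 100% = average MFI of all compound-treated wells on the plate with controls excluded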
MEX-5 binding = C. elegans MEX-5 TCR-2 RNA binding activity; Q9XUB2; activity score (negative = inhibition of binding), % at 10 µM; 300,000 tested, 0.38% active; MEX-5/FITC-TCR2 RNA binding, fluorescence polarization; hits give low values;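 active means inhibition past about -25% in most replicates, and total fluorescence under double the plate's negative control median, limit read from the data; inconclusive means replicates evenly split on the limit, or fluorescence at least double controls; inactive means too little inhibition in most replicates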;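 further: 0% = DMSO and -100% = 5 µM competing unlabeled TCR2 RNA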
Target sequence (Q9XUB2 whole entry, looked up): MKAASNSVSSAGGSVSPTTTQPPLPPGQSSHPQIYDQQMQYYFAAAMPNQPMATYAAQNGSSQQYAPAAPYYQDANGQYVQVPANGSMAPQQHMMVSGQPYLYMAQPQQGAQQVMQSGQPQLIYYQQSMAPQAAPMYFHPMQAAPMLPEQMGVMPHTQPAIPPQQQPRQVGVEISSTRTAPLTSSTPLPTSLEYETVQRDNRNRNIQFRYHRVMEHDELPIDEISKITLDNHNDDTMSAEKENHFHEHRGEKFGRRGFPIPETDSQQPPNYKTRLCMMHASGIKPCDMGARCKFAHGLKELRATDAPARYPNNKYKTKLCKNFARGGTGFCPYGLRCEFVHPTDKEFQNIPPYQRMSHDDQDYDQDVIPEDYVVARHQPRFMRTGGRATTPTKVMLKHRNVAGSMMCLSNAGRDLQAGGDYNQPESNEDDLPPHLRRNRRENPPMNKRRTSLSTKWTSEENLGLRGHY
GLD-1 RNA inh = GLD-1-TGE RNA interaction inhibition (C. elegans) | Q17339 | purified GLD-1 + fluorescein TGE RNA, fluorescence polarization | inhibition, % at 5.96 µM | 320,000 tested, 0.44% active | AID 2280;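 active means percent inhibition above a per-plate cutoff, the plate mean of test compounds plus 3 SD, cut at about 30% in these data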;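 further: 0% = DMSO wells with GLD-1 and probe and 100% = wells lacking GLD-1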
BCLXL inh = blocks human Bcl-xL binding to Bim BH3 peptide | inhibition, % at 10.9 µM | AID 2129 | GST-Bcl-xL / FITC-Bim BH3 peptide fluorescence polarization | Q07817 | 320,000 tested, 0.7% active;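 active means inhibition above the mean of all tested compounds plus 3 SD, cutoff set per campaign, cut at about 30% in these data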;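 further: 0% = DMSO wells and 100% = unlabeled Bim-BH3 peptide competitor; inhibitors lower millipolarization by displacing the labeled peptide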
Target sequence (Q07817 whole entry, looked up): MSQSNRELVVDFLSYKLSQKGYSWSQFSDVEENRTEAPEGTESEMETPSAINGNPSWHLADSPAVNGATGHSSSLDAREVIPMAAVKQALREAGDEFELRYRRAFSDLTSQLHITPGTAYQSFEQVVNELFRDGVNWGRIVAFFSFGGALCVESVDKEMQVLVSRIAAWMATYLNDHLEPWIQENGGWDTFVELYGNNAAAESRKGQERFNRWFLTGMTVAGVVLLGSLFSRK
Fam108B inh = blocks mouse Fam108B hydrolase in RBBP9 counter-screen; recombinant Fam108B, FP-Rh probe fluorescence polarization; inhibition, % at 9.51 µM; 300,000 tested, 0.33% active;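 active means inhibition above the screen mean inhibition plus 3 SD, computed separately per campaign, cut at about 18% in these data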;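 further: inhibitors lower polarization as less probe binds the enzyme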
Efflux pump inh = inhibitors of Candida antifungal efflux pumps expressed in yeast | 330,000 tested, 0.44% active | S. cerevisiae Candida pump triplex, Nile Red efflux | inhibition, % at 10 µM;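 active means plate passing quality check with inhibition over a set limit, or well fluorescence over plate mean plus 4 SD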;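 further: Nile Red retained in pooled yeast measured as flow cytometry median fluorescence; 0% = buffer negative control and 100% = Enniatin B positive control; higher means more Nile Red kept so more efflux inhibition; some compounds called inactive have numbers as strong as hits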
Numbers without * were called inactive; ? = inconclusive; / = not tested or not shown; & = joins results of further samples.

SMILES	MCL1-BIM inh	EBNA-1 inh	ZTA counter	CR mimetic SO	MEX-5 binding	GLD-1 RNA inh	BCLXL inh	Fam108B inh	Efflux pump inh
CCOC(=O)c1[nH]c(C)c(C(=O)Nc2ccc(C)c(C)c2)c1C	-1	5	14	100	0.4	4	0	-5	-0.1
Cc1cc(C)c2c(CC(=O)NCc3ccco3)coc2c1	5	2	-12	94	3.3	0	1	2	-0.1
CCOC(=O)c1ccc(NC(=S)N2CCC(O)CC2)cc1	9	0	14	111	1.8	-1	-1	0	0.1
COc1nc(N(C#N)CC(N)=O)nc(N2CCCC2)n1	-35	4	2	97	-2.9	6	-2	-3	0.1
Cc1oc2cc(O)cc(O)c2c(=O)c1-c1ccc2c(c1)OCCCO2	0	8	-5	90	0.2	4	0	5	0.1
Cc1ccc(Nc2nc(C)cc(C)c2C(N)=O)cc1	4	1	-2	98	0.0	4	1	3	0.1
O=C(C1=C(O)C(=O)N(CC2CCCO2)C1c1cccc(Cl)c1)c1ccco1 (centres undefined)	-6	-4	-6	107	-0.6	-2	-6	1	0.1
CSCC[C@H](NS(=O)(=O)c1ccc(C)cc1)C(=O)N1CCC(C(=O)N[C@@H](Cc2ccc(O)cc2)C(=O)O)CC1	-1	-8	-10	89	2.1	-14	-2	-2	-0.1
COc1ccc(CNC(=O)c2cc3ccccc3o2)cc1OC	5	-6	-15	100	-0.3	-12	3	6	0.2
CCCCC(=O)Nc1nnc(SCC(=O)NCC2CCCO2)s1 (centres undefined)	5	-3	-10	100	-0.8	9	1	-3	-0.1
FC(F)(F)c1ccc(C2[C@H]3CN(CC4CCCCC4)[C@H](c4ccccc4)C34CC2(c2cccnc2)C4)cc1 (some centres undefined)	6	-9	-24	105	0.6	-2	0	-2	0.2
O=C(N/N=C/c1c(F)c(F)c(F)c(F)c1F)c1cc(-c2ccccc2)nc2ccccc12	0	-1	-18	101	-0.4	6	1	0	0.3
CCCCN(C)C(=O)Cc1c(OC)ccc2cc(Br)ccc12	1	4	5	99	0.4	0	-1	-3	0.0
COC(=O)/C(=C/N(C)C)C(=O)N1CCN(c2ccc(Cl)c(Cl)c2)CC1	1	-6	7	96	-2.0	0	2	2	0.0
O=C1CCCCC1C(Nc1ccc(Cl)cc1)c1ccccc1 (centres undefined)	-2	9	13	97	0.1	7	8	2	-0.1
CC(=O)N(Nc1ccccc1)c1ccccc1	3	-10	-12	88	0.3	4	6	2	0.1
O=C(c1ccccc1)c1cncc(Br)c1	-9	-20	-8	111	2.4	-5	-2	-4	0.2
COc1ccc(NC(=O)C2CCCN2S(=O)(=O)c2cccs2)c([N+](=O)[O-])c1 (centres undefined)	-2	4	-19	98	0.5	6	1	3	-0.1
CC(C)(C)NC(=O)CSc1nnnn1C(C)(C)C	-2	-1	1	79	-0.2	-3	4	-3	0.2
O=C(Oc1ccc(-c2nnco2)cc1)N1CCOCC1	7	4	15	101	3.7	-4	6	5	-0.1
Cc1cccc(C)c1OCC(=O)NNC(=O)Nc1ccc(Cl)cc1	-2	1	0	111	-0.1	-3	0	0	0.0
CCC(C)c1ccc(S(=O)(=O)N2CCN(CC(O)CN3CCOCC3)CC2)cc1 (centres undefined)	11	/	5	98	/	2	4	/	-0.1
COc1ccc(CNC(=O)CCSCc2cccc(Cl)c2)c(OC)c1	6	-8	4	115	-0.7	0	-2	0	3.9
Cc1cccc(NC(=O)NNC(=O)COc2ccc(Cl)cc2)c1	3	5	-4	105	-0.6	1	2	-4	0.0
O=C(/C=C/c1ccc([N+](=O)[O-])cc1)N1CCN(Cc2ccccc2)CC1	-8	19	7	101	2.9	1	-4	-1	-0.1
COc1ccc(NC(=O)CC2CCCC2)cc1OC	3	-28	3	100	0.1	-4	4	0	-0.1
O=C(c1ccccc1)c1ccccc1C(=O)c1ccccc1	4&-10	-2&-3	-9&-8	103&114	-1.7	-1&-2	6&-3	0&-1	-0.1&0.0
CC(C)Oc1ccc(N2CC(C(=O)OCC(=O)NCc3ccccc3)CC2=O)cc1 (centres undefined)	3	-2	-3	97	-0.6	0	6	-1	-0.1
CCOc1ccc(C2C(C(=O)OC)=CN(CCOC)C=C2C(=O)OC)cc1	11	10	-7	88	-4.9	1	8	0	0.0
Cc1cccc(NC(=O)CSc2nc(COc3ccccc3)nc3ccccc23)c1C	6	-12	3	120	-0.9	-1	4	0	0.1
COc1ccc(OCC(=O)Nc2cccc(C(=O)Nc3ccccc3C(=O)O)c2)cc1	21	-7	11	93	-1.6	1	10	-7	-0.1
O=C(CSc1nnc(SCc2cccc3ccccc23)s1)N/N=C/c1c[nH]c2ccccc12	1	6	-3	107	-3.1	2	-4	34*	0.0
CCCCN(CCCNC(=O)C1CCCN(S(=O)(=O)CC)C1)Cc1ccccc1 (centres undefined)	0	3	-2	102	2.1	-2	1	0	-0.1
CC(C)NC(=O)/C(C#N)=C/c1ccc(N(C)C)o1	-203	-3	-11	96	?	-226	-140	-1	-0.1
CCCCCn1c(=O)c(C(=O)OCC)c(O)c2ccccc21	-5	-18	7	92	0.5	-6	6	5	0.1
Cc1oc(-c2cccc(Cl)c2)nc1CN1CCC(C(=O)N2CCN(c3ccccn3)CC2)CC1	7	-1	6	97	/	4	7	-2	0.1
Cc1oc2ccc(O)c(CN(C)C)c2c1C(=O)c1ccccc1	3	4	-5	100	-2.2	6	-2	-1	-0.1
COc1cc(/C=N/NC(=O)c2cccc3ccccc23)ccc1OCC(N)=O	1	8	2	100	-2.3	-2	1	-1	-0.1
O=C(CNC(=O)c1ccccc1O)N/N=C/c1cc(Br)ccc1OC(=O)/C=C/c1ccco1	4	7	26	101	-0.4	0	-1	-12	0.0
CC(C)[C@H](NC(=O)N1c2ccccc2NC(=O)[C@@H]1C(C)C)C(=O)N1CCC[C@H]1C(=O)O	-5	1	8	122	1.1	2	0	0	-0.1
O=C(CN(c1ccc([N+](=O)[O-])cc1)S(=O)(=O)c1ccccc1)N1CCCCC1	-5	-8	-1	100	-1.6	11	1	4	0.0
COc1ccc(Cl)cc1N1CCN(CCNC(=O)Nc2ccccc2C)CC1	6	2	24	96	2.1	7	1	-2	0.0
Cc1ccccc1C(=O)NCC(=O)NNC(=O)CCN1CCN(c2ccccc2)CC1	16	-1	-5	100	-1.7	2	8	4	-0.4
CCOCCCn1cnc2c(c1=O)c1nc3ccccc3nc1n2-c1ccccc1	6	-4	9	126	-1.1	-2	-4	-1	-0.1
COc1ccccc1N1CCN(/N=C/c2cc(OC)c(O)c(OC)c2)CC1	22	0	15	93	1.3	-1	25	6	-0.2
Nc1nnc(SCc2coc(-c3ccc(Cl)cc3)n2)s1	11	-6	-21	112	-1.1	3	0	-3	0.0
CC1(C)CN(c2cccc(Br)c2)C1=O	6	-6	6	106	-0.1	1	9	-1	-0.2
Cc1ccc(S(=O)(=O)CC(=O)Nc2nc(C(C)(C)C)cs2)cc1	-7	0	-17	100	-0.8	9	-1	0	0.1
O=C(Cn1c(=O)[nH]c2ccccc2c1=O)Nc1ccc2c(c1)OCO2	6	1	8	114	-3.2	0	5	-1	-0.1
Cc1cc(C)c2c(CN3CCN(CCO)CC3)cc(=O)oc2c1	2	-4	-8	102	1.4	9	1	1	-0.1
Following part:
SMILES	MCL1-BIM inh	EBNA-1 inh	ZTA counter	CR mimetic SO	MEX-5 binding	GLD-1 RNA inh	BCLXL inh	Fam108B inh	Efflux pump inh
Cc1nc2sc3c(NCc4ccco4)ncnc3c2c2c1COC(C)(C)C2	4	-7	-4	100	-1.4	4	2	1	0.1
COc1ccc(/C(N)=N/OC(=O)CCCN2C(=O)c3ccccc3C2=O)cc1OC	3	3	18	98	2.4	7	-1	4	-0.1
CC(=O)c1ccc(OCC(O)CN2CCCC(C)C2)cc1 (centres undefined)	-4	-7	15	160	-2.7	-3	1	0	0.0
C=CCC(Nc1ccccc1)C12C=CC(O1)C(C(=O)OC)=C2C(=O)OC (centres undefined)	-2	2	6	94	0.9	1	2	-2	0.0
CCOC(=O)Cc1c(C)nc2c(-c3ccccc3)c(C)[nH]n2c1=O	6	-6	7	111	0.5	-2	0	-1	0.2
O=C(NCc1cccs1)C1CCC(CNS(=O)(=O)c2cccc3nsnc23)CC1 (centres undefined)	3	0	6	102	-2.3	3	-1	1	-0.1
Cc1cccc(C(=O)Nc2cccc(-c3ccc4nncn4n3)c2)c1	1	1	9	90	-1.4	5	6	1	0.0
O=C(CN1CCC(C(=O)c2ccc(F)cc2)CC1)Nc1ccccc1Cl	-5	-1	-21	102	-0.4	1	-1	5	0.4
Cc1ccc2c(c1)OC(=O)CC2c1ccccc1 (centres undefined)	4	-17	-19	92	0.8	4	4	-4	0.1
CSCC(=O)N1CCCC(C(=O)c2cc(F)ccc2F)C1 (centres undefined)	2	2	3	90	0.2	-3	6	-1	0.0
Cc1cc(C(=O)NC2CCCc3c2cnn3-c2cccc(C)c2C)no1 (centres undefined)	3	-1	-5	107	-2.4	1	4	0	0.4
O=C(CSc1nc2ncccc2[nH]1)NC1CCCC1	5	3	2	103	-0.2	0	4	6	0.0
Cc1ccc(S(=O)(=O)N2CCCC2)cc1C(=O)NCc1ccccn1	3	-2	7	87	1.2	5	1	4	0.0
CCOc1ccc(C(=O)NCc2cccs2)cc1	4	-4	0	92	-0.2	-9	1	-2	0.1
CCCNC(=O)N1CCN(C(c2ccccc2)c2ccccc2)CC1	1	2	-7	102	1.5	-3	1	1	-0.1
S=C(NCc1cccs1)Nc1ccc(Cl)cc1	7	-9	6	98	1.2	0	1	0	-0.1
CNC(=O)C(=O)NCC(c1cccs1)S(=O)(=O)c1ccc(C)cc1 (centres undefined)	-3	-5	8	92	3.6	3	0	1	-0.1
CCOC(=O)C1(Cc2ccccc2)CCCN(Cc2ccccn2)C1 (centres undefined)	6	-5	-8	95	-1.0	2	8	-2	0.0
CC(C)CN1CCC(=O)N([C@H](CSc2ccc(Br)cc2)Cc2ccccc2)CC1	-31	-6	-10	100	3.9	2	2	1	-0.1
CC(=O)O/N=C/c1c(C)c(C=O)n2ccccc12	9	-14	-15	105	-1.4	8	11	-3	-0.2

Looked up above:
`CNC(=O)C(=O)NCC(c1cccs1)S(=O)(=O)c1ccc(C)cc1` (centres undefined) in GLD-1 RNA inh is entered as 3
`CC(=O)O/N=C/c1c(C)c(C=O)n2ccccc12` in CR mimetic SO is entered as 105

More records follow.
SMILES	MCL1-BIM inh	EBNA-1 inh	ZTA counter	CR mimetic SO	MEX-5 binding	GLD-1 RNA inh	BCLXL inh	Fam108B inh	Efflux pump inh
COC(=O)c1ccc(N2CCOCC2)c(NC(=O)c2ccc3c(c2)OCO3)c1	-5	-2	-11	101	-0.3	-3	-4	0	0.2
CNC(=O)N(O)C1N(/N=C/c2ccccc2O)C(=S)SC1(C)C (centres undefined)	5	8	2	99	1.5	-5	4	-5	0.0
Cc1nc(SCC(=O)N2CCC(Cc3ccccc3)CC2)[nH]c(=O)c1C	-6	7	11	90	1.2	5	-4	1	0.0
CCOC(=O)C(C)NC(=O)C(NC(=O)C1CCC(CC)CC1)C(C)C (centres undefined)	6	1	-4	105	-0.1	3	2	-1	-0.1
CCOC(=O)c1cccc(NC(=O)CCc2c(C)nc3ncnn3c2C)c1	5	1	3	98	1.7	4	-1	2	0.0
CCn1c(SC(C)C(=O)Nc2ccc(N3CCOCC3)cc2)nnc1-c1ccco1 (centres undefined)	1	-23	-20	101	1.3	-5	-3	2	0.2
CC#CC#Cc1cccc(=O)o1	7	6	-1	90	-2.6	4	4	2	0.1
